NOD2 RIPK2 PPI = NOD2-RIPK2 binding disruptors in cells, primary screen, fluorescence, CHO cells, BLA complementation; 0.38% of 360,000 active; Receptor-interacting serine/threonine-protein kinase 2 (Homo sapiens), O43353; inhibition, % at 4.98 µM; CCF4 ratio; AID 624267, 2012; in the data active means inhibition above about 21%;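 further: 0% = vehicle only and 100% = reference blocker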
Target sequence (O43353 whole entry, looked up): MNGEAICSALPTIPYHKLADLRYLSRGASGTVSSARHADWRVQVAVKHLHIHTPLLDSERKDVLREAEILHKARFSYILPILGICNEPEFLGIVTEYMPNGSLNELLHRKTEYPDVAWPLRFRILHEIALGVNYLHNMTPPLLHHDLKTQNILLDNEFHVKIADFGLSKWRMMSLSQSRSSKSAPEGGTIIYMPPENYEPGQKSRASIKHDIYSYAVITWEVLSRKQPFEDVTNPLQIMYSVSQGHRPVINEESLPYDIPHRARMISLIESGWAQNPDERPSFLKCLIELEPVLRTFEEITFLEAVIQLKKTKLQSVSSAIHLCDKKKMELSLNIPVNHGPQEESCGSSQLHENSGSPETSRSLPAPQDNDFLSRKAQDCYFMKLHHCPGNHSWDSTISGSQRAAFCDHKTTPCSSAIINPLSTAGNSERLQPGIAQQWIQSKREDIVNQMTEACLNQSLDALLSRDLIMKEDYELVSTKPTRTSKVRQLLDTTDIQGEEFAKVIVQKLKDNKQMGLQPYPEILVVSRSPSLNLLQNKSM
Granule exo inh = LAMP-1 surface exposure blockers, TALL-104 cells – cell-based, flow cytometry, MLPCN library, primary screen; AID 651702, 2012; 0.66% of 360,000 active; TALL-104 LAMP-1 surface exposure; cells stimulated with thapsigargin and PMA; inhibition, % at 10 µM;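 active means inhibition above about 55%, limit read from the data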
ABHD5 PLIN5 PPI = ABHD5-PLIN5 interaction inhibitors, primary screen, cell lysate, split luciferase complementation, luminescence | Perilipin-5 (Homo sapiens) + 1-acylglycerol-3-phosphate O-acyltransferase ABHD5 (Homo … | Split G. princeps luciferase complementation, 4 h | inhibition, % at 4 µM | 0.78% of 360,000 active | AID 602281, 2012;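 active means inhibition above the mean inhibition across every tested compound plus 3 SD, cut at about 22% in these data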;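 further: 0% = DMSO only wells and the 100% control is not disclosed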
ABCB6 inh 2 = ABCB6 transporter inhibitors, primary screen, K562-ABCB6 cells, flow cytometry, MLPCN library; ATP-binding cassette sub-family B member 6 (Homo sapiens), Q9NP58; AID 602162, 2011; fluorescence ratio to DMSO, % at 10 µM; K562-ABCB6 porphyrin accumulation, 1 h; active compounds read low; 0.19% of 360,000 active;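 active means fluorescence ratio to DMSO below 75%, the collection mean minus 3 SD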;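 further: signal is porphyrin accumulated inside mitochondria; 100% equals median channel fluorescence of DMSO control wells; lower ratio means ABCB6 inhibition with less porphyrin fluorescence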
TLR9-MyD88 inh = inhibitors of TLR9-MyD88 association in cells, primary screen, cell-based, CHO, BLA complementation, fluorescence; 0.21% of 340,000 active; CCF4 FRET ratio; inhibition, % at 4.98 µM; Toll-like receptor 9 (Homo sapiens) + Myeloid differentiation primary response protein …;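 active means inhibition above the mean over all tested compounds plus 3 SD, cut at about 21% in these data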;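 further: 0% = DMSO only wells and 100% = clavulanate BLA inhibitor control wells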
MC4R barr agon = MC4R agonists recruiting beta-arrestin, primary screen, cell-based, luminescence, agonist arm of biased-ligand search; activation, % at 8.9 µM; AID 540308, 2011; Melanocortin receptor 4 (Homo sapiens), P32245; U2OS MC4R beta-arrestin complementation; percent of melanotan II response, DMSO zero; 0.98% of 360,000 active;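 active means activation above a per-plate cutoff, the mean activation of sample wells on that plate plus 3 SD, cut at about 8% in these data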
Target sequence (P32245 whole entry, looked up): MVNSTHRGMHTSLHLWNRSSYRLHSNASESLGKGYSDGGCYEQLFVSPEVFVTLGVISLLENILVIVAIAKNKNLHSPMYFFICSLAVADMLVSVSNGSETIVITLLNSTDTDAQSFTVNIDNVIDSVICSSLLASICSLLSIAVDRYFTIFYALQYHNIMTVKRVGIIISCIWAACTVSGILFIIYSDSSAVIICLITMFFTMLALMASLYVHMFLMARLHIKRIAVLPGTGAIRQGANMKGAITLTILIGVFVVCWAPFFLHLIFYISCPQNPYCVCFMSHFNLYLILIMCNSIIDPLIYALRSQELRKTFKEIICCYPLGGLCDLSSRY
Vif inh = HIV Vif self-association inhibitors, primary screen, imaging, HEK293T, single point; HEK293T cells, Vif self-association by quenched fluorescence, 24 h; inhibition, % at 7.49 µM; 0.35% of 340,000 active; AID 602346, 2012; in the data active means inhibition above about 50%, passing the limit was not always enough; further: some results filed as inactive read as strong as hits
Glyco luc inh = increase of ERlucT glycosylation luciferase signal, primary screen, N-linked glycosylation inhibitor project, D54 ERlucT cells, luminescence, set 2. reporter increase, % at 12.5 µM. D54 ERlucT glycosylation luciferase reporter, 24 h; percent of 100 nM tunicamycin response. 0.23% of 360,000 active;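 active means mean luciferase reporter signal, scaled so untreated is 0 and the glycosylation-blocking control 100, at or above a set limit in every replicate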;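 further: luciferase carries N-glycosylation sites so blocking glycosylation raises the light; 0% = median of neutral control wells and 100% = median of 100 nM tunicamycin wells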
aDG glyco act = activators of alpha-DG glycosylation, primary screen, uHTS, Pro5-aDG cells, AlphaScreen; 0.22% of 360,000 active; AID 624168, 2012; activation, % at 10 µM; alpha-DG glycosylation AlphaScreen (IIH6); 0% Pro5, 100% B10-LARGE cell signal;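 active means activation of at least 8% versus controls, or a plate z-score of at least 8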;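 further: Pro5 are CHO cells carrying HIG-tagged alpha-DG that lacks glycosylation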
MC4R antagonist = MC4R antagonists of cAMP signaling, primary screen, cell-based, TR-FRET, antagonist arm of biased-ligand search | Melanocortin receptor 4 (Homo sapiens), P32245 | MC4R-expressing cells, MTII-stimulated cAMP, LANCE TR-FRET | inhibition, % at 6.5 µM | 0.48% of 360,000 active | AID 540295, 2011;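 active means inhibition above its plate's cutoff, the mean of tested wells on that plate plus 3 SD, cut at about 29% in these data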;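 further: 0% = Melanotan II alone and 100% = Melanotan II plus saturating MCL0020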
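Material – human MC4R-expressing U2OS cells · Repeats – no replicates · Detection – TR-FRET with Eu-cAMP and labeled anti-cAMP, 671 nm · Times – compound 30 min, challenge 1 h, detection 1 h · Compound – single nominal compound dose of 6.5 µM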
* hit, by the source's call; . = not tested or not shown. Some of the compounds tested; the hit share may differ from the screen's.

item	compound	NOD2 RIPK2 PPI	MC4R barr agon	Glyco luc inh	ABHD5 PLIN5 PPI	MC4R antagonist	ABCB6 inh 2	Vif inh	TLR9-MyD88 inh	Granule exo inh	aDG glyco act
1	CCc1ccc(C(=O)COC(=O)CNC(=O)C2CCCCC2)cc1	-7	1.6	1	-10	10	104	1	-13	2	-0.1
2	COC(=O)Cn1c(C)nc2c(sc3nc(C)cc(C)c32)c1=O	-10	-0.1	-1	2	14	100	.	-4	0	-0.3
3	CCS(=O)(=O)N1CCN(C(=O)c2ccc(-c3ccccc3)cc2)CC1	-6	-0.3	-3	0	-7	90	.	4	3	0.2
4	Cc1ccccc1S(=O)(=O)NC(=O)C1(C)CCN1C(=O)C(C)(C)c1ccccc1 (stereo unspecified)	-10	0.2	1	-6	7	99	19	.	0	-0.1
5	COc1ccc(S(=O)(=O)N2CCN(C(=S)NCC3CCCO3)CC2)cc1OC (stereo unspecified)	-2	-3.6	4	-7	10	94	.	7	0	-0.1
6	CN(C)c1ccc(C(CNS(=O)(=O)c2cccc([N+](=O)[O-])c2)N2CCOCC2)cc1 (stereo unspecified)	2	-3.2	1	0	12	98	5	-7	-2	-0.2
7	COc1ccccc1OCc1nnc(SCCN2CCOCC2)o1	-4	1.9	3	0	0	95	16	-2	0	-0.1
8	Cc1ccc(C)c(COc2coc(CN3CCN(C(=O)c4ccco4)CC3)cc2=O)c1	-8	2.3	1	6	9	97	-2	1	-5	0.0
9	O=C(NCCCN1CCOCC1)[C@@H]1CSC2c3ccccc3C(=O)N21 (stereo partly specified)	-3	-0.9	0	-3	4	97	11	17	2	0.7
10	O=C(Nc1cccc(F)c1)C1CCN(C(=O)NCc2ccccc2)CC1	-8	-0.7	-2	6	13	100	-3	3	12	-0.1
11	Cc1ccc(S(=O)(=O)N2CCOCC2)cc1NC(=O)c1cccc(S(=O)(=O)N2CCCC2)c1	-3	-1.2	2	-1	12	98	16	11	1	-0.4
12	CCCN(CCC)C(=O)Cn1c(=O)c2ccccc2n2c(=S)sc(-c3ccccc3C)c12	-11	-0.2	-10	2	6	106	-18	2	-1	-0.6
13	CCC(CC)COC(=O)C1=C(C)NC(=O)NC1c1cccc([N+](=O)[O-])c1 (stereo unspecified)	3	3.9	-1	-14	1	107	-1	0	-5	0.0
14	COC(=O)c1c(C)cccc1C1CN=NC12Cc1ccccc1C2=O (stereo unspecified)	7	0.7	-11	-3	16	96	-10	-2	2	0.1
15	Nc1c(C(=O)NCc2ccccc2)nnn1Cc1ccccc1	-26	1.8	1	6	0	100	10	8	-5	0.0
16	COc1cc(C(=O)N2CCN(C(=O)CC(C)C)CC2)cc(OC)c1OC	-14	0.2	-1	4	3	98	4	1	1	0.0
17	O=C(c1cc(-c2cccs2)nn1-c1ccccc1)N1CCN(S(=O)(=O)c2ccccc2)CC1	-1	-1.8	-5	1	29*	93	1	-5	24	-0.1
18	Cc1ccc(NC(=O)CN2CCN(Cc3ccccc3)CC2)cc1	-2	0.1	2	1	1	76	-12	-13	6	0.1
19	CNC(=O)c1cnc(-c2ccccc2)nc1-c1ccccc1	3	-2.2	0	0	-2	92	7	6	-4	-0.1
20	Cc1ccccc1CNCc1ccc2c(c1)OCO2	0	-1.5	-3	2	6	98	-6	-3	0	0.5
21	CCOC(=O)C1=C(CSc2n[nH]c(N)n2)NC(=O)NC1C (stereo unspecified)	-7	-0.4	2	9	0	102	2	-19	1	-0.4
22	CC(C)(C)NC(=O)C[C@H]1C[C@H](C(=O)N2CCOCC2)[C@@]2(CCC3CCCC3)c3[nH]c4cc(-c5ccco5)ccc4c3CCN2C1=O	-14	3.9	-5	32*	11	111	-5	4	1	0.3
23	Cc1ccc(S(=O)(=O)Nc2ccccc2C(=O)N2CCCCC2C)c(C)c1NS(C)(=O)=O (stereo unspecified)	-12	1.0	-2	-5	17	100	1	-5	-6	-0.1
24	CCOC(=O)N1CCC(NC(=O)c2ccc(CS(=O)c3ccc(Cl)cc3)o2)CC1 (stereo unspecified)	-4	0.0	-1	6	3	94	-8	2	-8	0.0
25	O=C(CN(C(=O)CCC(=O)Nc1nccs1)c1ccc2c(c1)OCCO2)NCc1ccco1	-2	-1.2	2	4	5	97	1	-11	43	-0.1
26	Cc1ccc(N=C2NC(=O)/C(=C/c3cccn3C)S2)cc1	6	0.0	24	4	-20	103	-1	-2	43	-0.2
27	O=C(Nc1ccc2c(c1)OCO2)c1ccccc1	6	0.9	-7	-8	10	101	-9	1	10	-0.1
28	CC(=O)NCCCC(=O)NNC1CC(=O)N(c2cccc(Cl)c2)C1=O (stereo unspecified)	-3	-2.0	0	5	-3	98	6	.	3	0.0
29	CC(C)(C)OC(=O)C[C@H]1C/C=C\C[C@@H](CC(=O)N(CCO)Cc2ccccc2)C(=O)N[C@@H](c2ccccc2)COC1=O	-2	-0.9	0	-14	7	96	-7	-5	0	0.0
30	COC(=O)C1CCN(C2CN(Cc3ccc(F)cc3)S(=O)(=O)C2)CC1 (stereo unspecified)	-1	.	2	5	.	97	.	.	-2	-0.2
31	CCCN1CC(=O)N2C(c3ccccc3)c3[nH]c4ccccc4c3C[C@H]2C1=O (stereo partly specified)	1	-0.6	1	6	1	98	1	4	-1	0.0
32	C[C@H](CO)N1C[C@H](C)[C@@H](CN(C)S(=O)(=O)c2cccc(F)c2)OCc2cn(nn2)CCCC1=O	-12	-1.2	0	6	10	100	-1	0	-3	-0.2
33	CCC(CC)c1nnc(NC(=O)C2CCCO2)s1 (stereo unspecified)	2	2.3	1	2	19	102	2	9	0	-0.1
34	CCCN(CCC)S(=O)(=O)c1cc(CN2C(=O)c3cccnc3C2=O)ccc1OC	-9	1.4	-1	-1	4	101	2	3	-4	0.1
35	CCCCn1c(-c2ccco2)nc2oc3ccccc3c(=O)c2c1=O	-3	0.7	1	9	16	94	-6	-5	0	0.1
36	Cc1ccc(S(=O)(=O)NCCOc2nc(N(C)C)nc(N(C)C)n2)cc1	1	-2.8	1	-2	0	96	17	-1	-8	0.0
37	CCOc1ccccc1/C=N/Nc1ccnc(=O)[nH]1	8	-0.1	0	1	13	94	6	0	-2	0.1
38	CCc1c(C)nn(C(=O)/C(C#N)=C\N(C)C)c1C	-10	-2.3	2	-1	-1	90	6	-14	-6	0.6
39	Cc1cccc2nc(CSCc3ccco3)cn12	6	-0.1	-5	-5	-8	105	-2	-9	1	0.2
40	COc1ccc(CCC(=O)NNC(=O)c2cc(Cl)ccc2OC)cc1	-2	-0.8	1	-5	9	98	1	4	-12	0.1
41	O=C(C1CCCN(S(=O)(=O)c2cnc[nH]2)C1)N(CCc1ccccc1)Cc1ccccc1 (stereo unspecified)	-20	0.0	0	3	14	94	12	4	21	0.1
42	CC(C)(C)c1ccc(NC(=O)COC(=O)CCN2C(=O)c3cccc([N+](=O)[O-])c3C2=O)cc1	7	-1.7	2	1	18	102	-3	0	-1	-0.3
43	CCN(CC)S(=O)(=O)c1ccc(N2CCCC2)c(C(=O)Nc2ccc(OC)c(Cl)c2)c1	-2	-1.8	5	-4	-4	95	1	-5	2	0.0
44	O=C(NCc1ccco1)C(c1ccco1)N(Cc1cccs1)C(=O)Cn1nnc2ccccc21 (stereo unspecified)	-3	-1.1	-1	1	9	90	-6	5	-2	0.2
45	Cn1c(=O)c2c(SCC(=O)NCC3CCCO3)nc(CC(C)(C)C)nc2n(C)c1=O (stereo unspecified)	1	-1.6	1	-7	6	96	5	5	-1	-0.2
46	O=C(/C=C/c1ccccn1)c1cc(Br)ccc1O	10	0.2	11	10	10	93	-4	-1	-7	0.2
47	O=C(Nc1cccc(NC(=O)c2nccc3ccccc23)c1)c1ccco1	-4	1.1	0	6	-6	99	4	-8	4	-0.1
48	COc1cccc(CCc2nnc(CCC(=O)N3CCN(Cc4ccccn4)CC3)o2)c1	-6	-1.5	-1	-4	18	102	-3	7	-1	-0.1
49	Cc1ccc(-c2nc3ncccc3o2)cc1NC(=O)c1ccc([N+](=O)[O-])o1	-1	0.7	36*	-7	17	95	11	-6	3	0.5
50	Cc1ccc(-c2ccc(/C=N\NC(=O)C3C(=O)NCC3c3ccccc3)o2)cc1Cl (stereo unspecified)	-7	13*	2	-5	2	93	-10	3	6	0.1

Additional results follow.
item	compound	NOD2 RIPK2 PPI	MC4R barr agon	Glyco luc inh	ABHD5 PLIN5 PPI	MC4R antagonist	ABCB6 inh 2	Vif inh	TLR9-MyD88 inh	Granule exo inh	aDG glyco act
51	COc1ccc(N(CCC(=O)NCCc2ccccc2)S(=O)(=O)c2ccc(C)cc2C)cc1	-9	-3.2	-1	-1	8	100	-8	-10	30	0.4
52	O=C(CSc1ccc2c(c1)OCCO2)N1CCN(c2ccccc2O)CC1	-10	2.1	-1	0	0	99	-5	-8	-6	-0.3
53	COCC1CCCCN1C(=O)c1cc(COc2ccc3ncccc3c2)on1 (stereo unspecified)	8	1.1	0	2	14	93	-20	0	-4	2.5
54	CCCC(C(=O)NC1CCCC1)N(Cc1ccc(F)cc1)C(=O)c1snc(C(N)=O)c1N (stereo unspecified)	2	0.8	1	0	27	101	-13	-12	12	0.0
55	COc1ccc(C(=O)Cn2c(NCCO)nc3ccccc32)cc1OC	-8	-2.3	0	1	3	96	4	0	0	-0.1
56	CCOC(=O)c1ncn2c1C(=O)OC2(C)C	8	-1.0	0	6	11	106	0	-3	-1	-0.3
57	C1CN(CC2CCN(c3nc4nonc4nc3N3CCSCC3)CC2)CCO1	-12	1.5	1	5	5	97	14	-4	19	0.1
58	CC(C)Nc1nc(NC(C)C)nc(OCCOC(=O)Nc2ccccc2)n1	-4	-0.3	-3	-3	6	89	-7	-2	-3	0.2
59	CC(C)(C)OC(=O)N1CCc2onc(-c3ccc(-n4cc(C5=CCCCC5)nn4)cc3)c2C1=O	-3	.	.	6	.	.	.	.	15	0.2
60	O=S(=O)(c1ccccc1F)N1CCC(c2nc3ccccc3[nH]2)CC1	-7	-2.4	-2	-5	-4	96	26	7	7	0.0
61	C/C(N)=C(/C#N)C(=O)COC(=O)c1ccc(NC(N)=O)cc1	-7	-0.1	0	-5	1	96	-3	8	-1	-0.1
62	O=C(Nc1ccc(S(=O)(=O)N2CCCC2)cc1)c1c(F)cccc1F	5	-2.3	-2	0	25	103	1	15	-6	-0.5
